hcDAF12 agonist = activates DAF-12 receptor from parasite H. contortus. HEK293 hcDAF-12 lit1-tk-luc reporter, luminescence; 0% DMSO, 100% Δ7-dafachronic acid. activation, % at 6.8 µM. 370,000 compounds, 1.4% hits. AID 652067;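 active means activation above the mean of all tested compounds plus 3 SD, cut at about 5.5% in these data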;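 further: 100% = response to 3 µM Δ7-dafachronic acid high control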
DAX1 inh-1 = blocks DAX1 repression of SF-1 activated StAR promoter. 370,000 compounds, 1.1% hits. inhibition, % at 6.8 µM. HEK293T StAR-luciferase reporter, SF-1/DAX-1 repression relief. AID 652010;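 active means inhibition above the mean over all tested compounds plus 3 SD, cut at about 3.6% in these data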;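 further: 0% = DAX-1 cells with DMSO and 100% = cells lacking DAX-1 with DMSO; higher inhibition means more luminescence from relief of DAX-1 repression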
Rev-erbA mod = Rev-erb alpha (human) modulation. Rev-erbα–FITC-DNA binding, fluorescence polarization, 90 min. activity, % at 10 µM. 370,000 compounds, 0.79% hits. AID 1259318;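 active means activity above about 14%, limit read from the data; passing the limit was not always enough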;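 further: 0% = DMSO wells with 35 nM protein and 100% = DMSO wells with 750 nM protein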
ssDAF-12 act = S. stercoralis DAF-12 activation, primary screen. activation, % at 6.8 µM. HEK293 ssDAF-12/GRIP1 lit1-tk-luc reporter, luminescence; % of 3 µM dafachronic acid response. 370,000 compounds, 1% hits;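 active means activation above the mean over all tested compounds plus 3 SD, cut at about 0.9% in these data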;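 further: 0% = DMSO-only wells and 100% = 3 µM delta7-dafachronic acid wells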
hgDAF-12 ag = agonists of H. glycines DAF-12 nuclear receptor; HEK293 GAL4-hgDAF12 UAS-luciferase reporter, agonist luminescence; normalized to butyrate control; activation, % at 6.8 µM; 370,000 compounds, 1.8% hits; AID 687014;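 active means activation above a cutoff set at the mean of all screened compounds plus 3 SD, cut at about 10% in these data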;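 further: 0% = DMSO wells and 100% = sodium butyrate wells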
PLC-gamma1 inh = inhibitors of human phospholipase C gamma1; P19174; purified PLC-gamma1, fluorogenic substrate, fluorescence; inhibition, % at 12.2 µM; 370,000 compounds, 0.84% hits; AID 720700; in the data active means inhibition above about 9.5%
MBD2 DNA inh = inhibitors of human MBD2 binding to methylated oligonucleotide. Q9UBB5. TR-FRET. inhibition, % at 4.4 µM. 370,000 compounds, 0.31% hits; in the data active means inhibition above about 13%
SMARCA2 activ = SMARCA2 function activation, primary screen. MG213 cells, MMTV-luciferase reporter, dexamethasone, overnight. AID 652017. 370,000 compounds, 1% hits. activation, % at 9.1 µM; in the data active means activation above about 7.8%;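 further: 0% = vehicle wells and 100% = reference activator wells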
ADAM17 inh = ADAM17 inhibition, QFRET primary screen. P78536. recombinant ADAM17, EDANS/DABCYL FRET peptide cleavage. inhibition, % at 6.95 µM. 370,000 compounds, 0.83% hits;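 active means inhibition above the mean of compounds lying between control limits plus 3 SD, set per campaign, cut at about 8.5% in these data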;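 further: 0% = DMSO-only wells as the low control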
Target sequence (P78536 215-824 limits assumed): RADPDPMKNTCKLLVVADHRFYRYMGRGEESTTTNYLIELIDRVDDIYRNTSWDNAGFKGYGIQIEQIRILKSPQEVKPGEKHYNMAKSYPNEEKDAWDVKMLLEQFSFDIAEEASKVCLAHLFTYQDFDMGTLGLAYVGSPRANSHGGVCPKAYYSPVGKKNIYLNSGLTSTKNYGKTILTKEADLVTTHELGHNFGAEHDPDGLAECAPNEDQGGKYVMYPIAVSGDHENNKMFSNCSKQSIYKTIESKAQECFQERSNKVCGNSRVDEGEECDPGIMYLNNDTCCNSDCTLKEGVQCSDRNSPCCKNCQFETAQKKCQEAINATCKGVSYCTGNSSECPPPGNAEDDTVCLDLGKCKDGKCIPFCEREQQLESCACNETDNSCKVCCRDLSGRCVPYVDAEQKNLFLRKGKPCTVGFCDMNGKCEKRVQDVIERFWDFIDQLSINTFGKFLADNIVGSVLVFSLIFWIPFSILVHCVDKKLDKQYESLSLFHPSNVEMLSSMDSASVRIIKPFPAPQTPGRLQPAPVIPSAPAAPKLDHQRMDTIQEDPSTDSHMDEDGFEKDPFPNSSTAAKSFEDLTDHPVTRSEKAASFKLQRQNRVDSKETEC
DAX1 inh-2 = inhibits human nuclear receptor DAX1; HEK293 Gal4-DAX1 luciferase reporter, luminescence; AID 504766; inhibition, % at 6.75 µM; P51843; 340,000 compounds, 0.99% hits;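 active means inhibition above the mean over all tested compounds plus 3 SD, cut at about 4.2% in these data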;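 further: 0% = DAX1-transfected cells with DMSO and 100% = empty-vector control cells with DMSO; inhibition shows as a rise in luminescence from relieved DAX1 repression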
Target sequence (P51843 207-470 limits assumed): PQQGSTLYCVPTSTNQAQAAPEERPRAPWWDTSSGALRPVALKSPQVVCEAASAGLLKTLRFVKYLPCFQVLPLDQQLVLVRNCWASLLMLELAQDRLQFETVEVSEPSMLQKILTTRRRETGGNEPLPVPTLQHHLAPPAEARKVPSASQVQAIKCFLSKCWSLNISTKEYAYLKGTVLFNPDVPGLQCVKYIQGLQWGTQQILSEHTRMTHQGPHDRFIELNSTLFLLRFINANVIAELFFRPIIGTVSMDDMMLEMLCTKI
PLCb3 inh = PLC-beta3 (human) inhibition, primary screen. inhibition, % at 12.2 µM. AID 720704. Purified PLC-beta3, fluorogenic substrate, fluorescence. Q01970. 370,000 compounds, 0.18% hits; in the data active means inhibition above about 11%;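 further: 0% = median of compound wells on plate and 100% = full blocker control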
Numbers without * were called inactive; i = inactive; nt = no result given. This is a random part of the collection; about 7.4% have a hit in one of these screens.

smiles,hcDAF12 agonist,DAX1 inh-1,Rev-erbA mod,ssDAF-12 act,hgDAF-12 ag,PLC-gamma1 inh,MBD2 DNA inh,SMARCA2 activ,ADAM17 inh,DAX1 inh-2,PLCb3 inh
Cc1ccccc1NC(=S)NNC(=O)c1ccco1,0.1,1.1,-2.1,-1.0,2.8,-0.2,5.7,-0.4,-7.5,0.6,-4.5
CCc1nnc(NC(=O)CSc2nnc(-c3ccco3)o2)s1,0.5,-0.2,7.6,-1.2,-3.0,-9.5,0.7,1.1,0.1,0.3,-5.6
CCOC(=O)C(NC(=O)Nc1ccc(Cl)cn1)(Oc1ccc(F)cc1)C(F)(F)F (stereo not drawn),3.7,4.8*,-1.9,-0.3,7.5,-9.1,0.7,-2.5,-0.6,0.6,0.3
CCN(CC)Cc1c(O)ccc2c(=O)c(-c3ccc(Cl)cc3)coc12,-2.3,-0.7,3.7,0.1,2.4,i,0.8,2.1,-301.1,0.8,i
CC1(C)CC(=O)C(C=Nc2ccc(N)cc2)=C(O)C1,-0.6,-1.4,1.2,-0.8,-0.2,-1.4,-10.2,-3.6,-7.9,0.1,-10.7
COc1cc(C(=O)Oc2cc(N)n(S(=O)(=O)c3ccc(F)cc3)n2)cc(OC)c1OC,4.3,0.2,5.1,-0.8,-2.1,-0.4,1.7,-0.1,5.1,-1.1,-0.5
Cc1ccc(C2(c3ccc(C)cc3)CC2C(=O)Nc2ccc([N+](=O)[O-])cc2O)cc1 (stereo not drawn),-3.9,-4.6,3.0,-2.5,-12.9,8.8,0.5,-7.8,19.3*,-4.9,12.5*
COc1ccc(/C=N/OCC(=O)Nc2cc(C)on2)cc1OC,-0.8,0.3,0.2,-1.1,0.8,-0.3,4.6,-1.3,-0.9,-1.1,2.6
O=C(NCC(O)c1ccc([N+](=O)[O-])cc1)C(c1ccccc1)c1ccccc1 (stereo not drawn),-1.0,-0.6,-1.0,-0.6,1.3,-2.3,2.7,0.2,2.4,-1.4,-3.5
CC(=O)c1cccc(NC(=O)CCC2CCCC2)c1,-1.1,0.4,2.8,-0.6,0.1,-1.4,1.0,2.5,-8.1,0.5,3.1
CCN(CC(=O)NCc1ccc(F)cc1)C(=O)CN1CCN(c2cc(Cl)ccc2C)CC1,-2.4,-0.6,11.0,-1.5,-2.5,0.9,1.1,-3.4,2.0,0.3,-5.9
Cc1oc(-c2cccc(Cl)c2)nc1CN1CCC(C(=O)NCc2cccnc2)CC1,-2.1,0.4,2.4,-1.0,-2.9,4.2,-6.5,-3.4,3.6,1.9,4.2
CCC(=O)N1c2ccc(C)cc2C2=NNC(=S)NC21O (stereo not drawn),-2.1,0.4,2.0,-1.3,1.1,6.0,-0.2,3.1,0.6,1.7,7.4
CCCCn1nc2cc(C(=O)NCCCCc3ccccc3)ccc2c1OCC,-2.0,0.3,-5.6,-1.5,-0.4,-162.2,-6.1,1.8,-91.2,-0.6,-226.9
COc1ccc(/C=N/NC(=O)c2ccccc2O)cc1CSc1ccccn1,0.4,-0.1,1.3,-0.5,2.0,-84.8,3.4,0.9,-5.0,1.1,-88.7
FC(F)(F)c1cc(-c2ccc3c(c2)OCO3)nc(NCc2ccco2)n1,4.0,-0.9,3.0,-1.3,1.8,-95.6,1.1,-2.5,-15.7,-0.3,-113.2
O=C(CCSc1nnc(-c2ccncc2)o1)Nc1cccc(Cl)c1,-1.9,-0.5,3.8,-0.9,-1.4,-1.7,1.5,-2.0,-1.2,1.1,-7.7
O=C(C[C@H]1C[C@H](C(=O)N2CCCCC2)[C@@]2(CCc3ccccc3)c3[nH]c4ccc(Cl)cc4c3CCN2C1=O)NCCC1=CCCCC1,-0.1,-0.3,-2.6,-0.2,-0.2,-2.2,-1.1,-2.2,-2.9,0.1,1.1
CN(C)CC(=O)N[C@@H]1CC[C@@H](CC(=O)NCCN2CCCCC2)O[C@@H]1CO,-1.4,0.8,-1.8,-0.3,1.3,2.7,-0.2,-5.2,3.6,nt,3.0
O=C(COC(=O)c1ccccc1Nc1ccc(SC(F)F)cc1)NCc1ccco1,-0.4,-0.5,-1.2,-0.2,3.0,-51.4,2.3,0.0,-11.3,0.3,-61.2
CSCCOC(=O)C1=C(C)Nc2ccc(C)cc2S1,0.8,-0.6,-1.6,-1.4,3.2,1.5,2.5,-0.3,1.3,-0.6,0.4
Cc1ccc(S(=O)(=O)NCCSc2nnnn2C)cc1,-1.3,0.9,-5.2,-0.5,0.5,-1.4,1.0,-2.8,-1.0,-0.6,-2.2
O=C(NCc1cccc(CNC(=O)C(=O)NCc2ccco2)c1)C(=O)NCc1ccco1,0.2,0.5,-19.6,-0.9,-2.6,-1.0,7.6,-4.4,-2.5,0.5,-2.3
CC(=O)c1ccccc1NC(=O)CN1C(=O)CS/C1=C\c1nc(-c2ccc(C)cc2)cs1,1.1,0.3,0.5,-0.2,-2.7,-2.1,-2.8,4.7,1.8,0.4,-2.3
CC(=O)c1sc(NCCOc2ccc(C)cc2)nc1C,1.0,0.2,0.3,-0.8,2.1,5.3,-4.7,1.0,2.0,0.6,3.6
Cc1c(N=c2scc(-c3ccccc3)n2C)c(=O)n(-c2ccccc2)n1C,0.7,0.0,2.3,-0.5,1.7,0.6,-2.2,-2.6,0.2,-0.1,-2.4
O=C(CSc1nnc2ccccn12)NNC(=O)c1ccc(Br)cc1,-1.0,0.8,-1.6,-1.4,-0.8,-2.5,2.0,-1.9,-1.9,3.9,-0.3
CCOc1ccc(C2C(C(=O)c3ccco3)=C(O)C(=O)N2CCCn2ccnc2)cc1 (stereo not drawn),1.5,0.3,-1.6,0.8,3.3,-3.2,0.6,2.9,-5.4,0.7,-3.1
Oc1ccc2ccccc2c1C=NN1CCN(Cc2ccc(Cl)cc2)CC1,-1.4,-0.7,2.5,-1.3,0.6,-3.6,-0.6,-2.3,-3.4,nt,-5.1
CCOc1ccccc1NC(=O)CSc1nc(=O)n(Cc2ccncc2)c2c1CCC2,-0.8,0.2,-0.2,-1.0,0.4,-2.1,2.6,-1.4,-1.5,-0.9,-1.5
O=C(CSc1ncnc2c(-c3ccc(Cl)cc3)nsc12)c1ccccc1,1.9,0.2,33.8*,-0.2,3.4,-3.7,2.4,1.1,-5.3,0.2,-2.9
N/C(=N\OC(=O)N1c2ccccc2Sc2ccccc21)c1ccccc1,-0.7,-0.6,3.9,-1.6,3.0,-10.8,1.1,1.9,-0.5,0.8,-9.4
COc1ccc(OC)c(S(=O)(=O)Nc2ccc(C(N)=O)cc2)c1,2.2,-0.3,2.2,-1.6,2.4,3.1,-1.5,-0.1,-2.0,0.1,0.2
O=C(COc1ccccc1Br)N1CCNC1=O,-0.8,0.3,-2.3,-1.9,1.6,1.0,4.8,1.6,-1.1,-0.4,-1.3
CC1(C)Cc2c(sc(NC(=O)C(=O)N3CCCCC3)c2C(N)=O)CO1,0.8,0.0,0.5,-1.0,-3.1,-0.1,-3.7,-0.9,-4.8,-0.1,-10.8
O=C(O)c1nn(CCOc2cccc(Cl)c2)c(=O)c2ccccc12,-2.4,0.7,-5.2,-2.1,-0.6,-0.6,2.5,-0.9,2.3,-0.7,-7.1
CCOc1ccc(S(=O)(=O)Nc2cccc(C(=O)N3CCN(c4ccc(OC)cc4)CC3)c2)cc1,-1.1,-0.3,-5.2,-1.3,-1.0,-4.2,0.5,-5.5,-2.0,-0.7,-1.3
CCN(C[C@H]1N[C@@](Cc2ccccc2)(C(=O)OC)[C@H]2C(=O)N(C)C(=O)[C@@H]12)C(=O)NC(C)C,-0.3,1.1,-2.1,-0.7,-0.2,-2.3,1.4,2.0,-2.5,-0.5,3.2
Cc1ccc(C(=O)NCC(=O)OCn2nnc3ccccc3c2=O)cc1,0.2,0.4,-2.5,-1.5,-1.4,3.7,2.6,-2.4,-3.3,0.7,-4.8
O=C(O)CNC(=O)/C(=C\c1ccc2c(c1)OCO2)NC(=O)c1ccc(Br)cc1,-1.9,0.6,1.3,-0.7,3.9,-7.9,-0.8,-0.6,-2.7,nt,-8.9

Entries shown so far that have two or more sulfur atoms, in the order listed:
smiles,hcDAF12 agonist,DAX1 inh-1,Rev-erbA mod,ssDAF-12 act,hgDAF-12 ag,PLC-gamma1 inh,MBD2 DNA inh,SMARCA2 activ,ADAM17 inh,DAX1 inh-2,PLCb3 inh
CCc1nnc(NC(=O)CSc2nnc(-c3ccco3)o2)s1,0.5,-0.2,7.6,-1.2,-3.0,-9.5,0.7,1.1,0.1,0.3,-5.6
CSCCOC(=O)C1=C(C)Nc2ccc(C)cc2S1,0.8,-0.6,-1.6,-1.4,3.2,1.5,2.5,-0.3,1.3,-0.6,0.4
Cc1ccc(S(=O)(=O)NCCSc2nnnn2C)cc1,-1.3,0.9,-5.2,-0.5,0.5,-1.4,1.0,-2.8,-1.0,-0.6,-2.2
CC(=O)c1ccccc1NC(=O)CN1C(=O)CS/C1=C\c1nc(-c2ccc(C)cc2)cs1,1.1,0.3,0.5,-0.2,-2.7,-2.1,-2.8,4.7,1.8,0.4,-2.3
O=C(CSc1ncnc2c(-c3ccc(Cl)cc3)nsc12)c1ccccc1,1.9,0.2,33.8*,-0.2,3.4,-3.7,2.4,1.1,-5.3,0.2,-2.9

Source: PubChem (several laboratories)
